High-throughput results: PubChem BioAssay, Broad Institute
PAX8 inh HTS: PAX8 transcriptional activity inhibition. inhibition, % at 12.6 µM. AID 652154. 1.2% of 360,000 active. RMG-I TPO-luciferase reporter, SteadyGlo, 24 h;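 active = mean replicate inhibition at least 60% with every replicate also reaching 60%; inconclusive = only one of the two criteria is met; inactive = mean below 60% and not all replicates reaching 60%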;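 also: luciferase light reporting Pax8 driven TPO promoter activity; plate controls were median of neutral control wells for no effect and mitoxantrone controls for full effect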
EWS-Fli inh: inhibitors of EWS/Fli oncoprotein transcriptional activity; A673 NR0B1-luciferase reporter, viability-normalised; inhibition, % at 12.6 µM; 0.67% of 350,000 active; AID 651661;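 active = mean inhibition of at least 50% after viability correction, with every replicate also passing that limit; inconclusive = mean reaches 50% but only one of two replicates passes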;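 also: firefly luciferase signal divided by Alamar Blue viability fluorescence both relative to DMSO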
DENV2 CPE rescue: protects cells from dengue virus 2 cytopathic effect | DENV2-infected cells, cytopathic effect rescue, plate reader | CPE inhibition, % at 9.99 µM | AID 651640 | 1.7% of 350,000 active; in the data active = CPE inhibition above about 20%, passing the limit was not always enough; inconclusive = no clear call, values can overlap the other calls; tested in BHK-21 cells;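 also: 0% = median of neutral control wells and 100% = median of positive control wells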
INS-1E GSIS act: GLuc luminescence reporter in INS-1E cells, primary screen for activators of glucose-dependent secretion of insulin; 0.61% of 370,000 active; activation, % at 16.6 µM; INS-1E GLuc reporter insulin secretion, 2-3 h;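 active = lowest replicate activation of at least 40%, so every replicate reaches that level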;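 also: 0% = median of neutral control wells and 100% = median of IBMX positive control wells; some compounds called inactive have numbers as strong as hits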
miR-122 sensor: miR-122 inhibition in Huh7 cells | Huh7 miR-122 Renilla luciferase sensor, 48 h; neutral wells = 0, positive control = 100 | activation (reporter increase), % at 12.5 µM | 0.3% of 340,000 active | AID 602342;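 active = mean replicate activation score at least 90 and every replicate individually at or above 90; inconclusive = only one of the two criteria met; inactive = neither criterion met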;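 also: higher luciferase means less miR-122 activity so hits act as miR-122 inhibitors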
FN deposition inh: fibronectin deposition inhibition. AID 743247. 0.086% of 350,000 active. AH1F fibroblasts, Alexa488-fibronectin deposition fluorescence, overnight. inhibition, % at 12.6 µM;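 active = mean inhibition across replicates of 30% or more, regardless of how many single replicates reach that level; inconclusive = mean under 30% yet at least half of replicates reach 30%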;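 also: positive control wells lacked labelled fibronectin entirely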
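material = AH1F fibroblast monolayer depositing Alexa488-labelled fibronectin into matrix | amount = 10000 AH1F cells/well | buffer or medium = DMEM plus 2% serum, read in PBS | incubation = 1 h cell adhesion before compound, then overnight fibronectin incubation | detection = fluorescence at 485 nm excitation, 525 nm emission | evaluation = percent inhibition as loss of matrix-bound fibronectin fluorescence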
CFTR F508del cor: correctors of CFTR F508del function in bronchial epithelial cells; activity (quench increase), % at 7.58 µM; CFBE cells, YFP halide quenching; stimulated with forskolin plus potentiator P3; % fluorescence drop versus neutral controls; 0.36% of 350,000 active; AID 720511;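 active = mean added fluorescence quench of at least 8% versus neutral control, with both replicates also reaching 8%; inconclusive = only one of the mean or replicate conditions met; inactive = mean below 8% and not both replicates reaching 8%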;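 also: cells transiently co-express mutant CFTR-F508del with the halide-sensitive YFP; corrector assay measuring rescue of mutant channel to the surface after 24 h compound exposure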
* hit, by the source's call; ? = inconclusive; / = not tested or not shown; & = joins results of further samples; ! = repeats disagree; [ ] = another dose, or the depositor's remark.

SMILES	PAX8 inh HTS	EWS-Fli inh	DENV2 CPE rescue	INS-1E GSIS act	miR-122 sensor	FN deposition inh	CFTR F508del cor
COC(=O)[C@H](Cc1ccccc1)NS(=O)(=O)N[C@@H](Cc1ccccc1)C(=O)OC	4	9	-2	/	-5	-6	1.1
C[C@@H]1CN([C@@H](C)CO)C(=O)c2ccccc2-c2ccccc2CO[C@H]1CN(C)C(=O)[C@@H](Cc1ccccc1)N(C)C	-7	2	2	9	/	-11	-1.2
N/C(=N\OC(=O)CCCc1ccccc1)c1ccccc1Cl	-71	/	4	2	1	4	1.0
CS(=O)(=O)Nc1ccc2c(c1)[C@H]1C[C@H](CC(=O)NC3CCCCC3)O[C@H](CO)[C@H]1O2	6	-6	-16	-1	0[16.7 µM]	6	1.1
C[C@H](CO)N1C[C@H](C)[C@H](CN(C)S(=O)(=O)c2ccc(F)cc2)Oc2ccc(NS(=O)(=O)c3ccc(F)cc3)cc2C1=O	-2	6	0	-17	6[16.7 µM]	/	0.5
CC(=O)c1cccc(NC(=O)COc2ccccc2)c1	-47	/	/	/	7	5	/
O=S(=O)(NC1CCCCCCC1)c1ccc(F)cc1	4	7	1	-19	33	14	-0.2
CCC(C)C(NC(N)=O)C(=O)Nc1ccc(C)c(Cl)c1 (centres undefined)	17	/	/	-4	/	2	/
Cc1ccc(S(=O)(=O)N(C)C[C@H]2Oc3ccc(NC(=O)Cc4ccccc4)cc3CC(=O)N([C@@H](C)CO)C[C@@H]2C)cc1	5	11	4	-12	3[16.7 µM]	/	4.6
CCCNC(=O)CCC(=O)Nc1ncc(-c2ccc(C)cc2)n1C	-1	/	/	/	-2	4	/
O=C(Cn1nc(-c2ccc(Cl)cc2)ccc1=O)NCc1ccc2c(c1)OCO2	-18	-10	-6	/	-3	-1	1.1
CCOc1ccc(NC(=O)Nc2nc3ccc(S(C)(=O)=O)cc3s2)cc1	14	-8	9	5	/	-20	-0.6
O=C(NCCc1cnc[nH]1)c1cccs1	10	13	19	6	-2	0	0.5
Cc1cc2cc3c(=O)[nH]c(=O)cc-3n(CC(O)C(O)C(O)CO)c2cc1C (centres undefined)	/	-21	-9	6	-8	10	1.8
COc1ccc(NC(=O)CNC(=O)c2c(C)nn(C)c2Cl)cc1	-6	-102	5	-8	-3	-3	1.8
COc1ccc(NC(=S)N=Nc2c(O)[nH]c3ccccc23)cc1	5	56*	-3	1	1	7	5.0
Cc1cccc(NC(=O)C2CCN(S(=O)(=O)c3cccc4nsnc34)CC2)c1	2	0	-5	-16	-5	0	0.2
O=C(C[C@@H]1CC[C@H](NC(=O)Nc2ccc3c(c2)OCO3)[C@@H](CO)O1)NCc1ccc(Cl)cc1	-5	-6	-10	-2	/	6	1.2
COc1ccc(/C=C/C(=O)OCC(=O)Nc2cc(S(=O)(=O)N(C)C)ccc2Cl)cc1	-23	-7	10	-2	-3	-2	0.3
O=C(COC(=O)C1CCN(c2ccc(C(F)(F)F)cn2)CC1)c1ccccc1Cl	-2	6	-3	23	-1	3	1.2
O=C(Cc1cccs1)N/N=C\c1ccc([N+](=O)[O-])s1	20	27	-6	-3	/	3	-1.7
O=C1Cc2cc(S(=O)(=O)Nc3ccc(F)cc3Cl)ccc2N1	6	-4	7	-34	/	-1	-2.7
CC(C)OP(=O)(c1ccc(N(C)C)cc1)C(Nc1ccccc1)c1cccnc1 (centres undefined)	0	/	/	45	/	11	/
O=C(Nc1ccc(F)cc1)N1CCCCCC1	-22	/	1	19	0	/	2.1
COC(=O)[C@@]12C[C@@H](CC(=O)NCc3ccc(OC)c(OC)c3)C(=O)N(Cc3cccc4ccccc34)C1=CCC(C)(C)C2	16	3	-9	-23	/	7	2.3
Cc1ccc(C(=O)N2CCN(c3ccccc3F)CC2)cc1S(=O)(=O)N1CCOCC1	-5	-2	12	-9	/	-12	4.8
O=C(Nc1ccccc1C(=O)O)c1cccc(NC(=O)c2ccco2)c1	6	15	2	-8	-6	-7	3.5
CC=Cc1ccc2n(c1=O)C[C@@H]1[C@@H](CO)[C@H](C(=O)N(C)C)N(C(=O)CC3CC3)[C@H]21 (mixture of isomers)	-5	-2	-6	2	-2[16.7 µM]	/	-3.6
Cc1cc(-c2ccco2)n(CC(=O)NCc2ccco2)n1	-17	0	?	/	6	5	0.9
COCC(=O)N1CC2(C1)[C@@H](c1ccc(-c3cccc(F)c3)cc1)[C@H](CO)N2C(=O)COC	-3	3	-11	6	/	/	-2.2
O=[N+]([O-])c1ccccc1S(=O)(=O)Nc1cccc2cccnc12	57	/	-2	8	/	6	-2.7
C[C@@H]1CN([C@H](C)CO)S(=O)(=O)c2ccc(C#CC3CCCC3)cc2O[C@H]1CN(C)C(=O)Cc1ccccc1	67*!	29&14&20	9&-7&1	-5&-11	2	-10	-0.9&1.1&0.6
CCC(Oc1ccccc1)C(=O)Nc1ccc(S(=O)(=O)Nc2ncccn2)cc1 (centres undefined)	17	4	0	17	-7	3	0.3
O=C(NNC(=O)c1cc2ccccc2cc1O)c1cccs1	-123	-41	3	-11	/	/	-1.9
CNC[C@H]1Oc2c(NS(=O)(=O)c3ccccc3)cccc2C(=O)N([C@H](C)CO)C[C@H]1C	-17	1	-3	-3	0[16.7 µM]	0	-0.9
COc1ccc(CC(N)c2csc(Nc3ncccn3)n2)cc1 (centres undefined)	57	-14	2	0	/	-3	-0.1
CC(=O)c1ccc(-n2nncc2-c2ccc([N+](=O)[O-])cc2)cc1	-23	-8	-13	11	/	-1	3.6
O=C(c1ccc(F)cc1)N1CCOCC1	-4	-11	3	-10	-13	/	7.3
O=C(C(Sc1ccccc1)c1ccccc1)N1CCN(c2ccccc2F)CC1 (centres undefined)	1	/	/	/	4	-5	/
COc1cccc(/C=C2\CCC(C3CCCC3)C2=O)c1OC (centres undefined)	-96	-19	8	-7	-6	-3	0.9
O=C(CSc1nc(=O)n(CCCN2CCOCC2)c2c1CCCC2)Nc1ccc(F)c(F)c1	12	1	10	-7	/	-12	-3.7
CC(C)NC(=O)Nc1ccc2c(c1)C(=O)N([C@H](C)CO)C[C@H](C)[C@H](CN(C)CC1CCCCC1)OCCCC[C@H](C)O2	8	/	-5	12	-8[16.7 µM]	7	1.6
CCCCCOCC1CC(C/C(C)=N/NC(N)=O)(C(=O)OCC)C(=O)O1 (centres undefined)	-6	-7	0	0	-4	-4	-0.5
CC1(C(=O)NS(=O)(=O)Cc2cccc(Cl)c2)CCN1C(=O)c1cccc(F)c1 (centres undefined)	3	-2	19	-9	-3	1	1.1
O=C(Nc1cccc(F)c1)N1CCCCN2[C@H](C1)[C@@H](c1ccc(-c3ccncc3)cc1)[C@@H]2CO	11	2	-4	1	14[16.7 µM]	/	-0.1
O=C(NCCO)c1cccc2c1-c1ccccc1C2=O	-18	-12	-5	2	/	2	1.4
COc1ccc(OC)c(NC(=O)CC2SC(=N)N(c3ccccc3)C2=O)c1 (centres undefined)	7	8	/	0	-6	1	-2.3
O=C(N[C@@H]1CC[C@@H](CCn2cc(-c3ccccn3)nn2)O[C@@H]1CO)c1ccncc1	-14	-5	?	10	/	-6	-1.5
CS(=O)(=O)N1CCCCC1c1cc(C(=O)Nc2ccc3c(c2)OCO3)no1 (centres undefined)	-100	-78	-5	4	-4	2	2.2
CSc1ncccc1C(=O)OCC(=O)N(C)c1c(N)n(Cc2ccccc2)c(=O)[nH]c1=O	-3	-7	0	16	/	-8	-3.6
C[C@@H]1CN([C@H](C)CO)C(=O)Cc2cc(NC(=O)Nc3ccccc3)ccc2O[C@@H]1CN(C)Cc1ccc(C(F)(F)F)cc1	/	-1	-6	-2	-6[16.7 µM]	/	0.1
C[C@H]1CN([C@@H](C)CO)C(=O)c2cccc(NC(=O)C3CCCCC3)c2O[C@H]1CN(C)C	-11	-5	4	17	9[16.7 µM]	/	1.1
O=C(Nc1ccccc1)OC1CCC2CC1CCC2OC(=O)Nc1ccccc1 (centres undefined)	-4	4	-2	-3	-2	-11	/
COc1ccc(NC(=O)Nc2ccc3c(c2)C(=O)N([C@H](C)CO)C[C@H](C)[C@H](CN(C)C(=O)c2ccccc2)OCCCC[C@@H](C)O3)cc1	-2	-3	4	-10	2[16.7 µM]	/	1.1
C[C@@H]1CN([C@H](C)CO)C(=O)c2cc(NC(=O)c3ccncc3)ccc2O[C@@H](C)CCCCO[C@H]1CN(C)S(=O)(=O)c1ccccc1	-5	-4	-4	-3	12[16.7 µM]	7	0.5
C/C=C/c1ccc([C@@H]2[C@@H](CO)N[C@@H]2CN(CC(C)C)C(=O)c2ccccn2)cc1	1	11	3	3	-50[16.7 µM]	5	4.7
COc1cc(CCC(N)c2cccc(O)c2)cc(OC)c1OC (centres undefined)	2	3	-2	0	/	6	-0.5
O=C1C=C(O)c2cccc(O)c2C1=O	/	9	44*	/	-6	/	-3.2
CCCc1c(C)[nH]c2ccc(C(=O)O)cc2c1=S	7	-4	19	-3	3	-5	2.4
CCc1nnc(NS(=O)(=O)c2ccc(NC(=S)NC(=O)c3ccc(OC)c(OC)c3)cc2)s1	-1	10	-3	11	/	3	-1.2

(further entries)
SMILES	PAX8 inh HTS	EWS-Fli inh	DENV2 CPE rescue	INS-1E GSIS act	miR-122 sensor	FN deposition inh	CFTR F508del cor
COc1ccc(CC(=O)OCC(=O)NCc2ccco2)cc1	-9	-7	-6	18	/	5	0.7
CN(C(=O)c1cccc(NC(=O)Cc2ccc(NC(=O)C3CCN(C(=O)C4CCCCC4)CC3)cc2)c1)C1CC1	-3	-3	-15	-9	-5	3	-0.5
CS(=O)(=O)Nc1ccc2c(c1)[C@@H]1C[C@@H](CC(=O)NC3CCCC3)O[C@H](CO)[C@@H]1O2	-4	-1	4	11	1[16.7 µM]	/	-1.0
CC(C)c1ccc(/C=C2\Oc3c(ccc(O)c3CN3CCN(C)CC3)C2=O)cc1	-1	-4	/	3	/	/	-1.0
CCOc1ccc(-c2cc(C(=O)NCc3ccc(C(F)(F)F)cc3)[nH]n2)c(C)c1	15	-4	-14	-10	0	-6	2.2
CC1CCN(C(=O)CCS(=O)(=O)c2cc3c(cc2Cl)NC(=O)CO3)CC1	8	3	-3	-1	/	-2	-3.9
O=C(Nc1c[nH]c(=O)[nH]c1=O)c1ccc([N+](=O)[O-])cc1	-5	4	2	1	/	-6	-1.4
COc1ccc(CN(C)C[C@@H]2Oc3c(NC(=O)C4CCCCC4)cccc3C(=O)N([C@H](C)CO)C[C@@H]2C)cc1	16	8	-8	0	6[16.7 µM]	/	0.1
Cc1ccc(S(=O)(=O)N2CCC(NC(=O)c3ccccc3)CC2)cc1	6	2	2	4	/	/	-3.8
C[C@H]1CN([C@@H](C)CO)C(=O)c2cccc(N(C)C)c2O[C@H]1CN(C)Cc1ccc(C(=O)O)cc1	-6	5	8	5	3[16.7 µM]	/	4.0
CCN1CCN(c2ncnc3sc4c(c23)CCC(C)C4)CC1 (centres undefined)	-2	5	?	/	0	-2	-1.6
Cc1ccc(Cl)cc1NC(=O)Nc1cccs1	-23	1	-1	9	/	0	-0.2
CCOC(=O)C1=C(C)N=c2sc(=C(C)C)c(=O)n2C1c1ccc(N(C)C)cc1 (centres undefined)	/	7	-2	11	-3	/	-2.4
CCCn1c2c(c(O)c(C(=O)Nc3ncccc3C)c1=O)CCCC2	1	/	/	/	-8	-1	/
CN(Cc1nc(-c2cnccn2)no1)Cc1n[nH]c2c1CCCCC2	11	-8	-2	-1	-3	5	0.7
